Screening results: PubChem, National Center for Advancing Translational Sciences (NCATS)
TrxR1 inh = inhibitors of rat thioredoxin reductase 1 | recombinant rTrxR1, NADPH fluorescence consumption, selenite substrate | Potency, µM (highest dose often 114 µM), inactives show at the highest dose activity change, negative = inhibition, most hits filed as inhibitors | AID 588453 | O89049 | 390,000 tested, 1% active; also: % is scaled to controls: 0 for no effect and ±100 for the full control effect; nearly all actives have a fitted effect of over 65% in size
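Rat TrxR1 (90 nM in the dispensed reagent) was pre-reduced with 400 uM NADPH for 5 min at room temperature, then incubated with compound for 15 min. After 400 uM selenite was added, NADPH fluorescence (Ex 340/Em 450 nm) was followed for 8 min.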
USP1 inh = inhibitors of human USP1/UAF1 deubiquitinase. O94782. Potency, µM (series often up to 57.1 µM), inactives show top-dose activity change, negative = inhibition, most hits filed as inhibitors. recombinant USP1/UAF1, Ub-Rhodamine cleavage fluorescence. 390,000 tested, 0.23% active; also: % is scaled to controls: 0 for no effect and ±100 for the full control effect; nearly all actives have a fitted effect of over 60% in size; inactives centre near -12
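USP1/UAF1 complex (1 nM) preincubated 15 min at room temperature with compound, then Ub-Rho substrate (150 nM final) added. Kinetic fluorescence at 480/540 nm over 6 reads at 60 s intervals; 50 mM HEPES pH 7.8, 0.5 mM EDTA, 0.1 mg/ml BSA, 1 mM TCEP, 0.01% Tween-20.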
TrxR1 substrate = substrates of rat thioredoxin reductase 1. 390,000 tested, 0.01% active. O89049. Potency, µM (top dose mostly 114 µM), inactives show at the top dose activity change, negative = substrate turnover. purified TrxR1 substrate turnover, NADPH consumption readout. AID 588456; also: % is scaled to controls: 0 for no effect and ±100 for the full control effect; nearly all actives have a fitted effect of over 50% in size
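Rat TrxR1, dispensed at 90 nM, was prereduced with 400 uM NADPH (final) for 5 min at ~22 deg C, then incubated with compound 15 min before 400 uM selenite. A first-read NADPH fluorescence drop versus no-compound background flagged substrates.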
Vif-A3F inh = blocks the Vif interaction with APOBEC3F; HeLa A3F-eYFP + Vif (tagged APOBEC3F with the HIV-1 protein that degrades it), YFP fluorescence increase; 390,000 tested, 0.2% active; AID 602313; Potency, µM (titrated, usually from 46.1 µM), inactives show top-dose activity, negative = active; also: % of control where 0% means no effect; nearly all actives have a fitted effect of over 65% in size
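HeLa cells stably expressing A3F-eYFP plus Vif, plated and incubated overnight at 37 deg C, then exposed to compounds overnight at 37 deg C. Blocked degradation read as raised yellow fluorescence (Ex 488/Em 500-530).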
mIDH1 inhibitor = human IDH1 R132H inhibition; O75874; IDH1-R132H enzyme, NADPH consumption, diaphorase/resazurin fluorescence; 390,000 tested, 0.093% active; Potency, µM (top dose mostly 76.6 µM), for inactives: top-dose activity change, negative = inhibition, hits mostly inhibitors; also: % is scaled to controls: 0 for no effect and ±100 for the full control effect; nearly all actives have a fitted effect of over 65% in size
Target sequence (O75874 whole entry R132H, stated change not applied): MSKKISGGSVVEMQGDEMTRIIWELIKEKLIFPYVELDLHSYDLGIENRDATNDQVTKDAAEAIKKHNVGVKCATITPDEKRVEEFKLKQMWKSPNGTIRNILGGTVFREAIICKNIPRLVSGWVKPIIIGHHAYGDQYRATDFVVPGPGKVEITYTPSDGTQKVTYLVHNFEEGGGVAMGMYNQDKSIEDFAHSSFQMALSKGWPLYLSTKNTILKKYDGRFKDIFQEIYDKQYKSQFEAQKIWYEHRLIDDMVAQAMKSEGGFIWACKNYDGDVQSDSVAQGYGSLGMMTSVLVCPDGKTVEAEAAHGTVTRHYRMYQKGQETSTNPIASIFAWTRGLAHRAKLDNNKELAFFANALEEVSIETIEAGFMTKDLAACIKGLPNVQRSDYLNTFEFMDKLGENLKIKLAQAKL
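IDH1-R132H (0.5 ug/mL dispensed) in pH 7.5 Tris buffer was preincubated 30 min with compound, then given a substrate mix of 0.016 mM NADPH and 2 mM alpha-KG for 80 min at room temperature; remaining NADPH was read by diaphorase/resazurin fluorescence.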
RGS4 inh = blocks human RGS4-accelerated GTP hydrolysis; Transcreener GDP fluorescence polarization, RGS4-accelerated GTP hydrolysis; Potency, µM (top dose mostly 114 µM), for inactives: top-dose activity change, negative = inhibition, actives largely listed as inhibitors; 390,000 tested, 0.039% active; also: % is scaled to controls: 0 for no effect and ±100 for the full control effect; nearly all actives have a fitted effect of over 75% in size; some results filed as inactive show a strong effect at the top dose
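MLSMR compounds (23 nl, pin-transferred) preincubated 10 min at room temperature with a 500nM (2x) first reagent, then RGS4 at 900nM (2x) plus Transcreener GDP mix added; fluorescence polarization (620/688 nm) read before and after 90 min at 30 °C.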
ALOX12 inh = ALOX12 (human) lipoxygenase inhibition; purified 12hLO, xylenol orange hydroperoxide absorbance; 580,000 tested, 1.1% active; P18054; AID 1671190; Potency, µM (doses to about 108 µM), for inactives: at the top dose activity change, negative = inhibition, actives largely listed as inhibitors; also: % is scaled to controls: 0 for no effect and ±100 for the full control effect
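Purified human 12hLO at 150 nM in 25 mM Hepes, 0.01% Triton X-100, pH 7.0, preincubated 15 min at room temperature with compound. Reaction started with 40 uM arachidonic acid, 30 min at room temperature. Hydroperoxide measured by Fe-xylenol orange, 573/405 nm absorbance ratio.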
RXFP1 ag = activates the human relaxin receptor RXFP1 | HEK293T-RXFP1 cAMP TR-FRET, 30 min; response scale: percent of porcine relaxin response, buffer zero | 370,000 tested, 0.3% active | Potency, µM (titrated, usually from 57.5 µM), without a hit: top-dose activation, most hits filed as activators; also: % is scaled to controls: 0 for no effect and ±100 for the full control effect; nearly all actives have a fitted effect of over 60% in size; many of its hits are not listed in these tables
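HEK293T cells stably expressing RXFP1 were pretreated with the PDE4 inhibitor Ro 20174, exposed to compounds for 30 min at 37C, lysed, and cAMP was read by TR-FRET. Data normalized to buffer (basal) and 29 nM porcine relaxin (100%).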
Vif-A3G inh = inhibitors of Vif-APOBEC3G interaction; Q9HC16; HeLa A3G-eYFP + Vif (tagged APOBEC3G with the HIV-1 protein that degrades it), YFP fluorescence, overnight; Potency, µM (titrated, usually from 46.1 µM), for the others: at the highest dose activity, negative = active, hits mostly inhibitors; 410,000 tested, 0.076% active;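 also: % is scaled to controls: 0 for no effect and ±100 for the full control effect; nearly all actives have a fitted effect of over 60% in size; hits raise eYFP signal because A3G escapes Vif-driven loss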
Target sequence (Q9HC16 whole entry, looked up): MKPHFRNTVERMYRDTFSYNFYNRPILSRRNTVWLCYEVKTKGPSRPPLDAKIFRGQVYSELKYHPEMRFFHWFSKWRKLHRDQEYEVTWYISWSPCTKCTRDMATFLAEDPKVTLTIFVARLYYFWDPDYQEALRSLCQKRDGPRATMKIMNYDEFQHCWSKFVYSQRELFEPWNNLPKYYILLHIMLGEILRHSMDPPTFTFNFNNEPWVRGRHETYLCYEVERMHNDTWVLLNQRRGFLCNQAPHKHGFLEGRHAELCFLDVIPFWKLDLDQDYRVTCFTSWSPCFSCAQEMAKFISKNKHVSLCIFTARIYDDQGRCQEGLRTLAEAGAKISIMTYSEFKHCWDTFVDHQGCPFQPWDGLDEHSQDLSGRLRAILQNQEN
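Read-out is eYFP fluorescence (Ex 488/Em 500-530) from Vif-expressing HeLa A3G-eYFP cells; more signal means A3G escaped Vif-mediated degradation. Cells plated overnight, compound pinned in, incubated overnight at 37 deg C.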
Starred values were filed as active, the others as inactive; ? = inconclusive; [ ] = remark or other dose. Calls follow the shape of the dose curve; as a rule, active = well fitted curve in the direction sought with a large enough effect; inconclusive = small, poorly fitted or top-dose-only effect, or another doubt; inactive = no such curve, though single readings can be large; an effect the other way counts as inactive or inconclusive. Potency is read from the fitted curve at half-maximal effect. Not all compounds are listed; the hit share may differ from the screen's.

SMILES	TrxR1 inh	USP1 inh	TrxR1 substrate	Vif-A3F inh	mIDH1 inhibitor	RGS4 inh	ALOX12 inh	RXFP1 ag	Vif-A3G inh
O=C(NC1CCCCCC1)C1CCN(C(=O)Cc2ccccc2)CC1	-4.0%	-7.7%	-3.1%	-3.4%	0.1%	-9.0%	3.5%	0.0%	1.7%
Cc1ccc(-n2ncc3c(SCC(=O)NNC(=O)c4ccco4)ncnc32)cc1	11.9%[57.1 µM]	-10.1%	-21.7%[57.1 µM]	-17.1%	4.5%	-0.7%	7.0%	-2.0%	1.0%
COc1ccc(C(=O)Nc2cc(-c3cccc(C)c3)nn2-c2ccccc2)cc1	16.7%[57.1 µM]	?	-7.9%[57.1 µM]	-0.9%	1.2%	21.2%	-27.7%	-3.1%	2.4%
CCOc1ccc(CN2CCC(n3nccc3NC(=O)CCCc3ccccc3)CC2)cc1	24.1%	-0.8%	0.1%	-0.3%	-12.5%	11.0%	-8.8%	-1.1%	-0.6%
CCn1cc(CN2CCc3c([nH]c4ccccc34)C2c2cccc(OC)c2)c(C)n1 (stereo not given)	-8.7%[57.1 µM]	-0.8%	-3.2%[57.1 µM]	0.9%	-14.7%	-2.5%	-15.0%	-1.9%	-21.6%
CC(Sc1ccc(Br)cc1)C(N)=O (stereo not given)	3.0%[57.1 µM]	-14.7%	0.3%[57.1 µM]	-0.9%	-5.7%	-20.8%	1.2%	-0.5%	1.5%
COCCN(Cc1cc2cc3c(cc2nc1Cl)OCO3)C(=O)c1cccc(C)c1	9.4%	-12.4%	-4.4%	0.2%	3.5%	10.2%[11.4 µM]	2.5%	-1.9%	0.1%
CC(=O)Nc1ccc(S(=O)(=O)Nc2nc3n(n2)C(c2ccccc2)CC(=O)N3)cc1 (stereo not given)	8.7%[57.1 µM]	-16.0%	2.3%[57.1 µM]	-2.4%	0.1%	5.2%	-1.7%	1.2%	-0.6%
Cc1cccc(NC(=O)CNC(=O)c2cccs2)n1	8.1%	-0.3%	-7.6%	-14.9%	0.8%	8.3%	-17.7%	2.0%	0.4%
COCc1cc(C)nc(SCC(=O)N2CCC(C)CC2)c1C#N	12.4%[57.1 µM]	-4.1%	9.1%[57.1 µM]	-19.5%	0.3%	11.5%	-5.0%	0.0%	1.8%
Cc1ccc(Nc2cc(C(=O)NCc3cccs3)c3ccccc3n2)c(C)c1	-5.1%	5.8%	2.9%	0.5%	-19.2%	-7.3%	?	6.7%	-0.6%
CC1CCC(Nc2nc3c(-c4ccc(Cl)cc4)nnn3c3ccccc23)CC1 (stereo not given)	4.5%	-24.6%	19.7%	0.7%	-7.9%	4.1%	-3.7%	2.7%	-2.0%
Cn1c(N)c(C(=O)COC(=O)c2nc(Cl)ccc2Cl)c(=O)n(C)c1=O	17.0%	-23.9%	4.8%	7.7%	12.9%	-3.0%	-3.5%	15.6%	-5.0%
FC(F)(F)c1ccc(C2Nc3cccc4cccc(c34)N2)cc1	28.2µM*	-16.6%	-6.0%	-3.0%	-1.7%	?	?	0.6%	-7.7%
COC(=O)C1Cc2c([nH]c3ccccc23)CN1 (stereo not given)	?	-20.2%	37.8%[activator][57.1 µM]	-5.5%	-1.1%	-21.5%	0.0%	-0.1%	-4.3%
Cc1cc(OCC(=O)NCCN2CCOCC2)cc(C)c1Cl	9.6%	-19.0%	2.8%	1.9%	-8.5%	25.7%	-13.8%	1.7%	-2.4%
Clc1ccccc1-c1nnc2sc(-c3ccccn3)nn12	-16.6%	-3.3%	-11.5%	-10.7%	1.9%	26.0%	-2.3%	4.7%	-15.6%

As entered above:
Entry for Cc1cc(OCC(=O)NCCN2CCOCC2)cc(C)c1Cl in TrxR1 inh: 9.6%
Entry for Cc1ccc(Nc2cc(C(=O)NCc3cccs3)c3ccccc3n2)c(C)c1 in TrxR1 inh: -5.1%
Entry for CCn1cc(CN2CCc3c([nH]c4ccccc34)C2c2cccc(OC)c2)c(C)n1 (stereo not given) in RXFP1 ag: -1.9%
Entry for O=C(NC1CCCCCC1)C1CCN(C(=O)Cc2ccccc2)CC1 in Vif-A3G inh: 1.7%
Entry for CC(Sc1ccc(Br)cc1)C(N)=O (stereo not given) in RGS4 inh: -20.8%
Entry for CC1CCC(Nc2nc3c(-c4ccc(Cl)cc4)nnn3c3ccccc23)CC1 (stereo not given) in RGS4 inh: 4.1%

Part of the list above, showing only USP1 inh, RGS4 inh and RXFP1 ag:
smiles | USP1 inh | RGS4 inh | RXFP1 ag
Clc1ccccc1-c1nnc2sc(-c3ccccn3)nn12 | -3.3% | 26.0% | 4.7%
Cc1cc(OCC(=O)NCCN2CCOCC2)cc(C)c1Cl | -19.0% | 25.7% | 1.7%
COCCN(Cc1cc2cc3c(cc2nc1Cl)OCO3)C(=O)c1cccc(C)c1 | -12.4% | 10.2%[11.4 µM] | -1.9%
